High-throughput results deposited in PubChem by several laboratories.
CCHFV vOTU inh: blocks the CCHF virus ovarian tumor domain protease. CCHFV vOTU protease, Pep-AMC fluorescence. inhibition, % at 11.5 µM. actives 0.55% (n = 370,000). AID 651958; in the data active = inhibition above about 30%; also: 0% = vehicle wells with enzyme and 100% = no enzyme wells
VHR inh abs: DUSP3 (human) phosphatase inhibition. P51452. recombinant VHR phosphatase, pNPP absorbance. inhibition, % at 13.3 µM. actives 0.52% (n = 290,000). AID 1654; in the data active = inhibition above about 50%; also: some compounds called inactive have numbers as strong as hits
Target sequence (P51452 whole entry, looked up): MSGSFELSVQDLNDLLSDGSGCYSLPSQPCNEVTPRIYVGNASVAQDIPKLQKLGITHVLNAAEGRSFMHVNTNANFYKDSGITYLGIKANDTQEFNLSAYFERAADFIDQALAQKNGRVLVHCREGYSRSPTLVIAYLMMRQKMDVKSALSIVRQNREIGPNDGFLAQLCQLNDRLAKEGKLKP
TcdB inh: inhibitors of Clostridioides difficile toxin B glycohydrolase; P18177; AID 652162; actives 0.24% (n = 350,000); TcdB glycohydrolase enzymatic assay, plate reader; inhibition, % at 9.99 µM; in the data active = inhibition above about 10%
3CLpro inhibitor: SARS-CoV 3CLpro protease inhibition | P0C6X7 | recombinant SARS-CoV 3CLpro, quenched FRET peptide cleavage | inhibition, % at 6 µM | actives 0.14% (n = 290,000) | AID 1706; in the data active = inhibition above about 12%
Vc quorum ag: inducers of Vibrio cholerae quorum light production without autoinducers. V. cholerae BH1578 lux reporter, luminescence, 6 h. activation, % at 18.7 µM. actives 0.16% (n = 350,000); in the data active = activation mostly above about 9.7%, no sharp cut-off; also: not every result past the cut was called active; inactives centre near 0; reference of the scale not given here
Rv3671c protease: Rv3671c (M. tuberculosis) protease inhibition. actives 0.048% (n = 320,000). inhibition, % at 5.96 µM; in the data active = inhibition above about 38%;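 also: extracellular domain of Rv3671c used as enzyme; 0% = enzyme with DMSO and 100% = no enzyme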
PrPC TRFRET: reduces human prion protein on the cell surface | AID 720596 | cell surface PrPC, TR-FRET read-out | actives 0.43% (n = 370,000) | P04156 | inhibition, % at 13.8 µM; in the data active = inhibition above about 24%; also: 0% = median of the test wells and 100% = reference compound wells
MazEF act: increases E. coli MazEF RNase cleavage of RNA; actives 0.32% (n = 350,000); FAM/BHQ RNA-DNA oligo cleavage fluorescence, 5 h; activation, % at 20 µM; P0AE70; in the data active = activation above about 50%
Target sequence (P0AE70 whole entry, looked up): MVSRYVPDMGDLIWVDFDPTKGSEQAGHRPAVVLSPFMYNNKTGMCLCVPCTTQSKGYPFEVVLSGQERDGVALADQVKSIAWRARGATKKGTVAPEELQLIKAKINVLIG
SSB-PriA inh: inhibitors of Klebsiella pneumoniae PriA binding to SSB C-terminal tail; inhibition, % at 33 µM; AlphaScreen SSBct-PriA binding, biotinylated peptide; AID 1272365; actives 0.6% (n = 430,000); in the data active = inhibition mostly above about 37%, no sharp cut-off; inactive = mostly below about 20%;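 also: plate controls were negative control peptide for no effect and reference peptide for full effect; strong numbers were not always called active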
Y pestis TopoI: blocks Yersinia pestis topoisomerase I activity | Y. pestis Topo-I cleavage product accumulation, plate reader | activity, % at 10 µM | actives 0.064% (n = 360,000) | AID 504884; in the data active = activity above about 50%, passing the limit was not always enough; also: inactives centre near 2
An asterisk follows results filed as active; i = inactive; · = no result given; & = joins results of further samples. These rows are one share of the data, so the mix of outcomes need not match the whole.

SMILES	CCHFV vOTU inh	VHR inh abs	TcdB inh	3CLpro inhibitor	Vc quorum ag	Rv3671c protease	PrPC TRFRET	MazEF act	SSB-PriA inh	Y pestis TopoI
O=C(Nc1cc(C(F)(F)F)ccc1Cl)c1cccc(N2C(=O)CCC2=O)c1	-12	5	-2.5	2	i	6	-1	5	-14&4&-11	9
CC1CCc2sc(C(=O)Nc3nnc(SCc4ccc(F)cc4)s3)cc2C1 (stereo unspecified)	14	-10	·	-3	-1.3	13	0	-10	-19	3
OCCNc1cc(Cl)ncn1	3	-1	1.1	2	-0.5	2	7	-6	2	-3
C(=N\N1CCN(Cc2ccccc2)CC1)/c1ccccc1	9	2	-0.3	-3	i	3	-2	-6	i	2
CC(C)NC(=O)c1c(O)c2ccccc2[nH]c1=O	8	12	·	4	-0.4	1	-1	-1	-2	-1
NS(=O)(=O)c1ccc(CCNC(=O)COC(=O)CC(c2ccccc2)c2ccccc2)cc1	-7	10	-0.3	-2	0.2	1	-2	8	-3	19
C=CCCC(=O)N1CCC(n2nccc2NC(=O)CCCc2ccccc2)CC1	9	-9	1.5	3	·	-5	0	-1	-13	-1
COC(=O)Cc1ccc(NC(=S)NCc2cccc(OC)c2)cc1	-11	-12	2.0	2	i	5	-1	-5	-8	1
COc1ccc(NC(=O)Cn2nnc(C(=O)NCCc3ccccc3)c2N)c(OC)c1	-1	3	0.6	3	-0.5	4	-5	-30	7	8
COc1ccc(CNCc2ccc(F)cc2)c(OC)c1	4	-19	0.4	-3	i	0	-7	2	-3	4
Cn1cc(Br)c(C(=O)N/N=C/c2cc3c(cc2Cl)OCO3)n1	20	-12	-0.5	2	-3.6	·	-6	2	·	9
Cn1nnc2c(N3CCCCC3)nccc21	1	4	·	-3	i	-1	3	7	-15	2
Cc1cc(NCC2CCCO2)n2c(nc3ccccc32)c1C#N (stereo unspecified)	-74	-6	·	-3	-0.3	1	-1	5	-9&-2	6
O=C(NC12CC3CC(CC(C3)C1)C2)N1CC2Cc3cccc(=O)n3C(C2)C1 (stereo unspecified)	-5	18	·	0	i	-10	3	5	-16	-8
Cc1ccc(-n2nnnc2SCC(=O)N2CCNC2=O)cc1C	2	·	2.4	·	-5.7	-10	-6	8	2	3

Single records, as listed above:
Profile of O=C(NC12CC3CC(CC(C3)C1)C2)N1CC2Cc3cccc(=O)n3C(C2)C1 (stereo unspecified) → CCHFV vOTU inh = -5; VHR inh abs = 18; TcdB inh = ·; 3CLpro inhibitor = 0; Vc quorum ag = i; Rv3671c protease = -10; PrPC TRFRET = 3; MazEF act = 5; SSB-PriA inh = -16; Y pestis TopoI = -8
Profile of COc1ccc(CNCc2ccc(F)cc2)c(OC)c1 → CCHFV vOTU inh = 4; VHR inh abs = -19; TcdB inh = 0.4; 3CLpro inhibitor = -3; Vc quorum ag = i; Rv3671c protease = 0; PrPC TRFRET = -7; MazEF act = 2; SSB-PriA inh = -3; Y pestis TopoI = 4

Carrying on:
SMILES	CCHFV vOTU inh	VHR inh abs	TcdB inh	3CLpro inhibitor	Vc quorum ag	Rv3671c protease	PrPC TRFRET	MazEF act	SSB-PriA inh	Y pestis TopoI
O=C(CSc1nc2ccccc2c(=O)[nH]1)c1ccccc1	-12	26	-1.2	-6	-0.5	2	5	6	7	7
Cc1noc(C)c1C(=O)N(C)Cc1ccccc1	7	32	0.7	-2	-0.4	11	3	5	1	1
Cn1nc(C(F)(F)F)c2cc(C(=O)N3CCOCC3)sc21	2	-19	0.6	4	-1.6	3	8	3	-2	10
O=C(Nc1ccc(C(=O)c2ccccc2)cc1)c1ccccc1	11	11	-1.4	-5	i	-25	11	-4	-7	-8
NC1=NC(=O)S/C1=C\c1ccc(F)cc1	-13	14	1.3	3	-0.5	3	-6	-2	2	-2
NC(=O)c1cccn1Cc1ccccc1Cl	-13	-1	·	4	-1.4	4	4	1	-14	-7
CC1CCCC(C)N1C(=O)COC(=O)c1cc(-c2cccs2)nn1-c1ccccc1 (stereo unspecified)	-9	·	1.2	·	0.7	-2	7	-1	-8	14
CCOC(=O)c1c(C)[nH]c(C)c1S(=O)(=O)N1CCCCC1	5	-7	2.1	5	-0.6	-3	0	0	12	8
O=C1C=C(Nc2ccccc2)c2ccccc2C1=O	55*	11	-0.7	2	i	·	-3	3	21	2
O=C(CSc1ccc(F)cc1)Nc1ccc(C2SCCS2)cc1	8	20	0.0	5	i	4	-2	-4	1	-8
Cc1ccc([N+](=O)[O-])cc1-c1ccc(/C=C(\C#N)c2[nH]nc(N)c2C#N)o1	-2	39	1.6	1	i	-28	10	-16	5	8
CNC(=O)N(O)C1N(/N=C/c2cccnc2)C(=S)SC1(C)C (stereo unspecified)	-6	5	2.3	2	i	7	-2	2	i	-12

Structures shown so far that contain a halogen:
SMILES	CCHFV vOTU inh	VHR inh abs	TcdB inh	3CLpro inhibitor	Vc quorum ag	Rv3671c protease	PrPC TRFRET	MazEF act	SSB-PriA inh	Y pestis TopoI
O=C(Nc1cc(C(F)(F)F)ccc1Cl)c1cccc(N2C(=O)CCC2=O)c1	-12	5	-2.5	2	i	6	-1	5	-14&4&-11	9
CC1CCc2sc(C(=O)Nc3nnc(SCc4ccc(F)cc4)s3)cc2C1 (stereo unspecified)	14	-10	·	-3	-1.3	13	0	-10	-19	3
OCCNc1cc(Cl)ncn1	3	-1	1.1	2	-0.5	2	7	-6	2	-3
COc1ccc(CNCc2ccc(F)cc2)c(OC)c1	4	-19	0.4	-3	i	0	-7	2	-3	4
Cn1cc(Br)c(C(=O)N/N=C/c2cc3c(cc2Cl)OCO3)n1	20	-12	-0.5	2	-3.6	·	-6	2	·	9
Cn1nc(C(F)(F)F)c2cc(C(=O)N3CCOCC3)sc21	2	-19	0.6	4	-1.6	3	8	3	-2	10
NC1=NC(=O)S/C1=C\c1ccc(F)cc1	-13	14	1.3	3	-0.5	3	-6	-2	2	-2
NC(=O)c1cccn1Cc1ccccc1Cl	-13	-1	·	4	-1.4	4	4	1	-14	-7
O=C(CSc1ccc(F)cc1)Nc1ccc(C2SCCS2)cc1	8	20	0.0	5	i	4	-2	-4	1	-8
